Screens from PubChem BioAssay.
WT yeast gro inh – growth inhibition of WT yeast, mitochondrial fusion screen. inhibition, % at 10 µM. hit rate 2.1% among 190,000. AID 1362. mitochondrial fusion phenotypic screen, WT strain; in the data active = inhibition above about 58%; tested in S. cerevisiae
Lipid droplet – hepatic lipid droplet formation modulation; hit rate 0.4% among 240,000; inhibition, % at 6.5 µM; AID 1656; AML12 mouse hepatocytes, oleate lipid droplets, BODIPY imaging;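 active = lipid droplet intensity inhibited by at least 50%, with more than 500 cells counted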
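System: AML12 hepatocytes (mouse). Probe or stimulus: oleic acid at 100 µM to induce lipid droplet formation. Times: overnight treatment with compound plus oleate. Detection: Image-based BODIPY and DAPI two-channel analysis. Evaluation: percent inhibition of filter-corrected integrated lipid droplet intensity per well.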
XIAP displacement – XIAP antagonists, biochemical, IAP family, fluorescence polarization (AID 1018). XIAP BIR domain, fluorescence polarization peptide displacement; higher % means a stronger effect. one-dose displacement, % at 20 µM; IC50 in µM for titrated hits. hit rate 0.007% among 200,000; in the data active = displacement above about 50%; also: a part of the inactive calls stands beside numbers as strong as those of hits
b-catenin transl – beta-catenin nuclear translocation modulation | hit rate 0.3% among 190,000 | AID 1665 | HeLa beta-catenin nuclear translocation, immunofluorescence imaging | nuclear translocation activity, % at 5 µM;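 active = nuclear translocation activity above 50% at 5 µM, with a well cell count of 50 or more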;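 also: per-cell ratio of nuclear to cytoplasmic median beta-catenin stain intensity; plate controls were DMSO negative control for no effect and GSK-3 inhibitor IX positive control for full effect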
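assay system = human HeLa cells, endogenous beta-catenin | times = compound treatment 24 h, 37°C, 5% CO2 | detection = Anti-beta-catenin immunofluorescence on PFA-fixed, Triton-permeabilized cells, DAPI nuclei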
Dynein transport – dynein cargo transport inhibition; 3617.4 mouse cells, GR-EGFP nuclear translocation imaging; test concentration mostly 20 µM; stimulated with dexamethasone, 1 µM; hits give low values; z-score, hits read low; hit rate 0.47% among 220,000; AID 1381;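 active = plate z-score of nuclear minus cytoplasmic receptor signal below a set negative limit, without overly bright fluorescence or cell loss, cut at about -3.5 in these data, passing the limit was not always enough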;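 also: z-score of nuclear minus cytoplasmic ring GR-EGFP intensity difference per well; some compounds called inactive have numbers as strong as hits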
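Schedule: 48 h induction, then 1 h compound, then 30 min agonist, 37 °C. Buffer or medium: tetracycline-free induction medium containing charcoal-stripped FBS. Reagent: 1.0 µM final dexamethasone stimulus. Evaluation: nuclear versus cytoplasmic GR-EGFP signal, averaged per well. Signal: high-content fluorescence imaging after fixation.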
Autophagy mod – modulators of autophagy; MEF GFP-LC3 puncta imaging; test concentration mostly 10 µM; calls only at 10 µM (by protocol); hit rate 0.98% among 190,000;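 active = percentage of spot-positive cells more than 3 SD above its plate mean, without a fluorescence outlier flag or 80% toxicity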;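 also: spot-positive cell cutoff set from DMSO-treated cells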
CSM14.1 death rescue – protection against thapsigargin-triggered cell killing – 384-well, CSM14.1, ATP luminescence, primary screen (AID 1222); CSM14.1 thapsigargin-induced death rescue, ATP luminescence; higher % means a stronger effect; cellular ATP content (survival), % at 20 µM, or EC50 in µM where a hit was titrated; 190,000 tested, under 10 active;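 active = EC50 below 50 µM in the dose-response confirmation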;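 also: death triggered by thapsigargin at about 15 µM added after 2 h compound pretreatment; cell ATP read after overnight thapsigargin exposure of roughly 18 to 22 hours; normalized against plate controls of thapsigargin alone and 5% DMSO vehicle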
Ins promoter up – MIN6 insulin promoter up-regulation | MIN6 insulin promoter-GFP reporter, high-content imaging; hits give high values | z-score at 5 µM | hit rate 0.3% among 190,000 | AID 1625;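 active = z-score above 3 at 5 µM with at least 500 cells counted in the well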
MT stabilizer – microtubule stabilization, imaging screen; % tubulin-high responders, % at 10 µM; HeLa tubulin immunostaining HCS, 24 h; share of cells brighter than vehicle mean+2SD; AID 2205; hit rate 0.83% among 200,000;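 active = plate Z-score above 3 for both tubulin-high and condensed-nucleus cell shares, with cell loss under 80%, at 10 µM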;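 also: anti alpha tubulin signal scored within the nucleus-defined area of each cell; some results filed as inactive read as strong as hits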
WT yeast gro inh mutant strain – recorded beside WT yeast gro inh, whose call it bears; inhibition, %; mitochondrial fusion phenotypic screen, mutant strain inhibition
Dynein transport cytoplasmic EGFP – second read-out of Dynein transport, no call of its own (marks repeat the call); z-score; measured here: cytoplasmic GR-EGFP intensity; hits give high values
Dynein transport nuclear GR-EGFP – further read-out of Dynein transport, marked with its call; z-score; measured here: nuclear GR-EGFP intensity;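 lower value marks the stronger effect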
Dynein transport cell count – further read-out of Dynein transport, marked with its call; z-score; measured here: cell count per field
Ins promoter up cell count – second read-out of Ins promoter up, no call of its own (marks repeat the call); cell count; measured here: cytotoxicity, nuclei count;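 total cells summed across four imaged fields per well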
Lipid droplet cells 6.5 µM – second read-out of Lipid droplet, no call of its own (marks repeat the call); cell count; measured here: cell count, cytotoxicity flag;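 cells counted across two imaged fields per well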
b-catenin transl cell count 5 µM – second read-out of b-catenin transl, no call of its own (marks repeat the call); cell count; measured here: cell count, cytotoxicity flag
MT stabilizer Hoechst-high % – further read-out of MT stabilizer, marked with its call; % Hoechst-high responders; measured here: nuclear condensation Hoechst responders;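 share of cells brighter than vehicle mean plus two SD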
MT stabilizer cytotoxicity % – second read-out of MT stabilizer, no call of its own (marks repeat the call); toxicity, %; measured here: cytotoxicity by cell density;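 0% = mean cell density of plate MIN control wells and 100% = no cells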
Autophagy mod cell loss 18 h – second read-out of Autophagy mod, no call of its own (marks repeat the call); toxicity, %; measured here: cell loss, nuclei count;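 cell loss after 18 h compound exposure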
Active calls of the source: *.

Cc1ccc(CN(C)CC(=O)Nc2cccc([N+](=O)[O-])c2)o1 was read as WT yeast gro inh 7, Lipid droplet -5, XIAP displacement -0.7%, b-catenin transl -1.3, Dynein transport 2.3, Autophagy mod inactive, Ins promoter up -0.78, MT stabilizer 2.3, WT yeast gro inh mutant strain 15, Dynein transport cytoplasmic EGFP -0.22, Dynein transport nuclear GR-EGFP 1.4, Dynein transport cell count -1.5, Ins promoter up cell count 1292, Lipid droplet cells 6.5 µM 682, b-catenin transl cell count 5 µM 1057, MT stabilizer Hoechst-high % 1.8, MT stabilizer cytotoxicity % 3.2 and Autophagy mod cell loss 18 h 4.
For CC(C)(C)NC(=O)C(c1cccs1)N(Cc1cccs1)C(=O)c1csnn1 (stereo not drawn) the results were WT yeast gro inh 15, Lipid droplet -12, XIAP displacement -17%, b-catenin transl 2.5, Dynein transport -0.59, Autophagy mod inactive, CSM14.1 death rescue 4.5%, Ins promoter up 0.69, MT stabilizer 6.0, WT yeast gro inh mutant strain 4, Dynein transport cytoplasmic EGFP -0.29, Dynein transport nuclear GR-EGFP -0.073, Dynein transport cell count 0.53, Ins promoter up cell count 1530, Lipid droplet cells 6.5 µM 731, b-catenin transl cell count 5 µM 971, MT stabilizer Hoechst-high % 1.7, MT stabilizer cytotoxicity % 6.1 and Autophagy mod cell loss 18 h -17.
`COc1ccc(C2C/C(=N\O)C(C)(C)O2)cc1` (stereo not drawn) gave WT yeast gro inh 7, XIAP displacement -2.0%, b-catenin transl -2.8, Dynein transport -0.54, Autophagy mod inactive, CSM14.1 death rescue -0.6%, Ins promoter up -0.86, MT stabilizer 2.6, WT yeast gro inh mutant strain -2, Dynein transport cytoplasmic EGFP 0.99, Dynein transport nuclear GR-EGFP 0.041, Dynein transport cell count -0.23, Ins promoter up cell count 1491, b-catenin transl cell count 5 µM 636, MT stabilizer Hoechst-high % 1.9, MT stabilizer cytotoxicity % 9.8 and Autophagy mod cell loss 18 h 12.
CC(=O)N1CCC2(CC1)C(C#N)=C(N)OC1=C2C(=O)CC(C)(C)C1 was read as WT yeast gro inh 8, XIAP displacement -3.1%, b-catenin transl -1.5, Dynein transport -0.18, Autophagy mod inactive, CSM14.1 death rescue 0.0%, Ins promoter up 1.1, MT stabilizer 2.8, WT yeast gro inh mutant strain -9, Dynein transport cytoplasmic EGFP -0.26, Dynein transport nuclear GR-EGFP -0.94, Dynein transport cell count 0.51, Ins promoter up cell count 1411, b-catenin transl cell count 5 µM 1313, MT stabilizer Hoechst-high % 1.8, MT stabilizer cytotoxicity % 5.9 and Autophagy mod cell loss 18 h 1.
`O=C(Nc1ccccc1)c1csc(-c2ccccc2)n1` gave WT yeast gro inh 15, Lipid droplet 10, XIAP displacement -4.1%, b-catenin transl -3.6, Dynein transport 1.1, Autophagy mod inactive, CSM14.1 death rescue -1.0%, Ins promoter up 0.42, MT stabilizer 3.6, WT yeast gro inh mutant strain 20, Dynein transport cytoplasmic EGFP -0.35, Dynein transport nuclear GR-EGFP 0.93, Dynein transport cell count -0.79, Ins promoter up cell count 1569, Lipid droplet cells 6.5 µM 655, b-catenin transl cell count 5 µM 999, MT stabilizer Hoechst-high % 3.0, MT stabilizer cytotoxicity % 5.7 and Autophagy mod cell loss 18 h 2.
For N#Cc1c(-c2ccco2)cc(-c2ccccc2)[nH]c1=O the results were Lipid droplet 6, b-catenin transl -1.0, Dynein transport -0.28, Ins promoter up 0.27, Dynein transport cytoplasmic EGFP -0.21, Dynein transport nuclear GR-EGFP 0.29, Dynein transport cell count 0.9, Ins promoter up cell count 952, Lipid droplet cells 6.5 µM 662 and b-catenin transl cell count 5 µM 1267.
Screening CCc1nnc(NC(=O)c2cc(-c3ccccc3)nn2-c2ccccc2)s1 returned WT yeast gro inh -7, XIAP displacement 0.8%, b-catenin transl -2.8, Dynein transport 0.14, Autophagy mod inactive, CSM14.1 death rescue -1.0%, Ins promoter up 0.01, MT stabilizer 1.5, WT yeast gro inh mutant strain -3, Dynein transport cytoplasmic EGFP 0.04, Dynein transport nuclear GR-EGFP 1, Dynein transport cell count -0.061, Ins promoter up cell count 1630, b-catenin transl cell count 5 µM 1359, MT stabilizer Hoechst-high % 1.9, MT stabilizer cytotoxicity % 8.9 and Autophagy mod cell loss 18 h -14.
`CCCSc1nnc(NC(=O)c2nc(SC)ncc2Cl)s1` gave WT yeast gro inh 16, Lipid droplet -10, XIAP displacement -3.0%, Dynein transport 0.67, Autophagy mod inactive, CSM14.1 death rescue 2.1%, Ins promoter up -0.54, MT stabilizer 1.8, WT yeast gro inh mutant strain 19, Dynein transport cytoplasmic EGFP -0.017, Dynein transport nuclear GR-EGFP 0.41, Dynein transport cell count 0.55, Ins promoter up cell count 974, Lipid droplet cells 6.5 µM 761, MT stabilizer Hoechst-high % 1.9, MT stabilizer cytotoxicity % 10 and Autophagy mod cell loss 18 h -10.
`Cc1ccc(-n2c3nc(=O)n(C)c(=O)c-3cc3ccccc32)cc1` gave Lipid droplet -1, b-catenin transl 0.3, Dynein transport -0.25, Ins promoter up -0.37, Dynein transport cytoplasmic EGFP -0.79, Dynein transport nuclear GR-EGFP -0.45, Dynein transport cell count 0.075, Ins promoter up cell count 934, Lipid droplet cells 6.5 µM 667 and b-catenin transl cell count 5 µM 1291.
Screening S=C(Nc1ccccc1)Nn1cnnc1 returned WT yeast gro inh -8, Lipid droplet 4, XIAP displacement 0.8%, b-catenin transl -0.6, Dynein transport -0.46, Autophagy mod inactive, CSM14.1 death rescue -2.6%, Ins promoter up 0.11, MT stabilizer 3.9, WT yeast gro inh mutant strain -12, Dynein transport cytoplasmic EGFP -0.27, Dynein transport nuclear GR-EGFP -0.48, Dynein transport cell count 0.74, Ins promoter up cell count 1344, Lipid droplet cells 6.5 µM 689, b-catenin transl cell count 5 µM 924, MT stabilizer Hoechst-high % 2.5, MT stabilizer cytotoxicity % 4.2 and Autophagy mod cell loss 18 h -16.
`Cc1ccc(S(=O)(=O)NN/C(=N/S(=O)(=O)c2ccccc2)c2ccccc2)cc1` gave WT yeast gro inh -3, Lipid droplet -4, XIAP displacement -4.0%, b-catenin transl -5.9, Dynein transport -0.041, Autophagy mod inactive, CSM14.1 death rescue -0.7%, Ins promoter up -0.48, MT stabilizer 7.6, WT yeast gro inh mutant strain 14, Dynein transport cytoplasmic EGFP -0.36, Dynein transport nuclear GR-EGFP 0.25, Dynein transport cell count 0.4, Ins promoter up cell count 1247, Lipid droplet cells 6.5 µM 710, b-catenin transl cell count 5 µM 1154, MT stabilizer Hoechst-high % 2.8, MT stabilizer cytotoxicity % 8.2 and Autophagy mod cell loss 18 h 1.
COc1cccc(NC(=O)C2CCCN(S(=O)(=O)c3cccc4nonc34)C2)c1 (stereo not drawn) was read as WT yeast gro inh -3, Lipid droplet 4, XIAP displacement -4.1%, b-catenin transl -1.3, Dynein transport -0.004, Autophagy mod inactive, CSM14.1 death rescue -0.9%, Ins promoter up -0.66, MT stabilizer 2.9, WT yeast gro inh mutant strain 1, Dynein transport cytoplasmic EGFP -0.27, Dynein transport nuclear GR-EGFP 0.063, Dynein transport cell count 0.29, Ins promoter up cell count 1231, Lipid droplet cells 6.5 µM 772, b-catenin transl cell count 5 µM 1103, MT stabilizer Hoechst-high % 2.5, MT stabilizer cytotoxicity % 6.2 and Autophagy mod cell loss 18 h -1.
`NC(=O)Nc1n[nH]c(-c2ccccc2)n1` gave Lipid droplet 27, b-catenin transl -3.7, Dynein transport 0.22, Ins promoter up -0.9, Dynein transport cytoplasmic EGFP -0.22, Dynein transport nuclear GR-EGFP -0.091, Dynein transport cell count -0.033, Ins promoter up cell count 1436, Lipid droplet cells 6.5 µM 703 and b-catenin transl cell count 5 µM 1148.
Screening Cc1onc(-c2c(F)cccc2Cl)c1C(=O)NCCN1CCNC1=O returned Lipid droplet -5, b-catenin transl -0.1, Dynein transport 0.3, Ins promoter up 0.82, Dynein transport cytoplasmic EGFP -0.26, Dynein transport nuclear GR-EGFP 0.052, Dynein transport cell count 0.18, Ins promoter up cell count 1430, Lipid droplet cells 6.5 µM 726 and b-catenin transl cell count 5 µM 1268.
`CC(=O)N1CC=CC1(CC(C)C)C(=O)NCCc1c[nH]c2ccccc12` (stereo not drawn) gave WT yeast gro inh -15, Lipid droplet -18, XIAP displacement -4.5%, b-catenin transl -4.1, Dynein transport 0.71, Autophagy mod inactive, CSM14.1 death rescue 13%, Ins promoter up 0.49, MT stabilizer 3.2, WT yeast gro inh mutant strain 10, Dynein transport cytoplasmic EGFP -0.24, Dynein transport nuclear GR-EGFP 0.64, Dynein transport cell count 0.12, Ins promoter up cell count 1172, Lipid droplet cells 6.5 µM 746, b-catenin transl cell count 5 µM 529, MT stabilizer Hoechst-high % 2.7, MT stabilizer cytotoxicity % 10 and Autophagy mod cell loss 18 h 0.

The order is random (roughly 4% active in at least one column).
